Source: PubChem
Casp7 inh = caspase-7 (human) inhibition, allosteric or competitive; P55210; recombinant caspase-7, Ac-DEVD-AFC fluorescence rate; Potency, µM (titrated, usually from 57.5 µM), for the others: at the top dose activity change, negative = inhibition, most hits filed as inhibitors; 75,000 tested, 0.02% active; AID 889; active means well fitted inhibition curve with a large enough effect in the main read-out, with a control signal flat, not every such curve was filed as active; inconclusive means small, poorly fitted or top-dose-only effect, or a change in a side signal; further: potency means the concentration at half of the fitted maximal effect; % of control where 0% means no effect
A350 autofl = compound fluoresces in the Alexa 350 spectral region. Compound autofluorescence, 340/450 nm, Alexa 350 dye-equivalents; active compounds read high. max dye-equivalent concentration, M. 59,000 tested, 11% active. AID 590; in the data active means max dye-equivalent concentration above about 10 nM; inconclusive means mostly about 1.1 nM to 9.6 nM
TexasRed autofl = compounds fluorescent in Texas Red spectral region | Compound fluorescence, Texas Red channel, 547/618 nm; active compounds read high | max dye-equivalent concentration, M | 59,000 tested, 0.06% active | AID 587; in the data active means max dye-equivalent concentration above about 10 nM; inconclusive means between about 1.1 nM and that limit
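Spectral interference profiling: each compound concentration's relative fluorescence, read with a 547 nm excitation and 618 nm emission filter pair, was normalized to a per-plate Texas Red standard curve.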
Caspase-1 inhib = caspase-1 (human) inhibition, allosteric or competitive. AID 900. Potency, µM (top dose mostly 57.5 µM), for inactives: at the highest dose activity change, negative = inhibition, most hits filed as inhibitors. 75,000 tested, 0.03% active. Caspase-1 enzyme, Ac-WEHD-AFC fluorogenic rate. P29466;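 further: potency means the concentration at half of the fitted maximal effect; plate controls were vehicle for no effect and no substrate for full effect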
Target sequence (P29466 120-297 limits assumed): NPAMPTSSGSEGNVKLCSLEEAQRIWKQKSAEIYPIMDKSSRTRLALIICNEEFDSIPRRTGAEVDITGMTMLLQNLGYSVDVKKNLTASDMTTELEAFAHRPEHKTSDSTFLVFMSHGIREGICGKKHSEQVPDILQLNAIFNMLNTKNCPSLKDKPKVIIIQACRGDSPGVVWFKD
Target sequence (P29466 317-404 limits assumed): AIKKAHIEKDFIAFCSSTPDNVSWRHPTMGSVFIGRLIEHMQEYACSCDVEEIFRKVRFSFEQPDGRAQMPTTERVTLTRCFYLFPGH
BRCT PPI red = disrupts BRCA1 BRCT binding to phosphoprotein, red fluorophore readout | P38398 | BRCT-phosphopeptide binding, red fluorescence polarization | Potency, µM (highest dose often 76.9 µM), for inactives: at the highest dose activity change, negative = inhibition, most hits filed as inhibitors | 75,000 tested, 0.03% active; further: on the % scale 0 is the no-effect control and ±100 the full control effect
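Rhodamine-labelled pBACH1 10-mer (100 nM) bound to BRCT domain (100 nM) at pH 7.3; compounds incubated 12 min room temperature, polarization read. Free peptide defines full inhibition; unlabelled decapeptide titrated as control.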
USP2a inh = blocks human ubiquitin-specific protease USP2a; O75604; USP2a enzymatic assay, qHTS inhibition; Potency, µM (doses to about 38.3 µM), without a hit: at the top dose activity change, negative = inhibition, most hits filed as inhibitors; 60,000 tested, 0.1% active;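 further: potency means the concentration at half of the fitted maximal effect; nearly all actives have a fitted effect of over 60% in size; plate controls were DMSO for no effect and NEM full inhibition control for full effect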
Target sequence (O75604 whole entry, looked up): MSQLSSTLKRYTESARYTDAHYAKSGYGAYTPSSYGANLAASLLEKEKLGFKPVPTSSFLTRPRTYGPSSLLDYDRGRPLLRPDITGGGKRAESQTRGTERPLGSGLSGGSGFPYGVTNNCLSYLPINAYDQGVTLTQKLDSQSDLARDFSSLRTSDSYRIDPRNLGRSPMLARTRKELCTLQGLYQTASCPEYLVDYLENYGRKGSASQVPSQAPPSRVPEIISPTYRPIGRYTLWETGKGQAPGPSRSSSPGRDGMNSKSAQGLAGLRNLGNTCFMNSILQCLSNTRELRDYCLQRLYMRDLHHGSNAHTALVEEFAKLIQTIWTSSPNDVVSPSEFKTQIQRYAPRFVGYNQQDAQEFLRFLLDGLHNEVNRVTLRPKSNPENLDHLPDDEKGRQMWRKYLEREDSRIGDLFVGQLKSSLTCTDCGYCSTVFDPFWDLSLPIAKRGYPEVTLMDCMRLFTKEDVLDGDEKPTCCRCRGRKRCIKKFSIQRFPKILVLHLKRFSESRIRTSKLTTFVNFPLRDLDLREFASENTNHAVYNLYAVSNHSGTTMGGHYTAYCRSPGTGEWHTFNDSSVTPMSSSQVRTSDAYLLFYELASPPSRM
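Inhibition is measured in a cell-free coupled assay with 20 nM USP2 core, 20 nM Ub-PLA2 and 20 uM NBD C6-HPC, 2.5 h incubation. Activity normalized to NEM control.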
BRCT inh green = blocks human BRCA1 BRCT binding to phosphopeptide, green readout; P38398; BRCA1 BRCT-phosphopeptide binding, green fluorescence polarization; Potency, µM (doses to about 76.9 µM), inactives show at the top dose activity change, negative = inhibition, hits mostly inhibitors; 75,000 tested, 0.05% active; AID 875;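 further: potency means the concentration at half of the fitted maximal effect; plate controls were peptide without protein for full effect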
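Compounds were incubated for 12 min at room temperature with a complex of 100 nM fluorescein-tagged pBACH1 decapeptide and 250 nM His-tagged BRCT protein. Buffer was phosphate pH 7.3 with EDTA, DTT and Tween 20. Disruption of binding lowers the polarization signal.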
Rhodamine autofl = compound fluoresces in the rhodamine spectral region | 59,000 tested, 0.05% active | Rhodamine-region fluorescence, 547/598 nm, Tris buffer; active compounds read high | max dye-equivalent concentration, M; in the data active means max dye-equivalent concentration above about 11 nM; inconclusive means between about 1.1 nM and that limit
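Compound fluorescence in 100 mM Tris, pH 8.0, read after 15 min at room temperature with 547 nm excitation and 598 nm emission. Output is dye-equivalent concentration from an on-plate rhodamine standard series.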
Fluorescein fluor = compound autofluorescence in fluorescein spectral region | Compound autofluorescence, 480/540 nm, fluorescein-equivalent; active compounds read high | max fluorescein-equivalent concentration, M | 59,000 tested, 0.91% active | AID 593; in the data active means max fluorescein-equivalent concentration above about 10 nM; inconclusive means between about 1.1 nM and that limit
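Spectral profiling of library compounds in the fluorescein window (480 nm excitation, 540 nm emission) after 15 min at room temperature in pH 8.0 Tris (100 mM). Values are dye-equivalent concentrations.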
4-MU autofl = compounds fluorescent in 4-MU spectral region. compound autofluorescence, 340/450 nm, 4-MU equivalents; active compounds read high. 59,000 tested, 11% active. max dye-equivalent concentration, M. AID 589; in the data active means max dye-equivalent concentration above about 10 nM; inconclusive means mostly about 1.1 nM to 9.6 nM
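Compounds in 100 mM Tris, pH 8.0, sat 15 min at room temperature before fluorescence was read at 340 nm excitation/450 nm emission; a per-plate six-point 4-MU standard curve converted signals to dye-equivalent concentration at each compound concentration.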
HEK293 cAMP cs = parental HEK293 cAMP activation (counter-screen); 73,000 tested, 2.5% active; parental HEK293 CNG cAMP sensor, membrane potential fluorescence; Potency, µM (top dose mostly 57.1 µM), for inactives: at the top dose activation, hits mostly activators; further: potency means the concentration at half of the fitted maximal effect; % of control where 0% means no effect; nearly all actives have a fitted effect of over 55% in size
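Counterscreen for endogenous-receptor signalling: CNG-channel HEK 293 cells report cAMP rise by membrane depolarization. After 60 min dye equilibration with 100 uM RO 20-1724, compounds incubated 30 min before bottom-read fluorescence at 590 nm.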
* = called active by the depositor; i = inactive; u = inconclusive; x = not tested or not shown; [ ] = dose if it differs, or a comment. Unless noted, the call rests on the fitted dose curve; in most records, active means well fitted curve in the direction sought with a large enough effect; inconclusive means small, poorly fitted or top-dose-only effect, or another doubt; inactive means no such curve, though single readings can be large; an effect the other way counts as inactive or inconclusive.

SMILES	Casp7 inh	A350 autofl	TexasRed autofl	Caspase-1 inhib	BRCT PPI red	USP2a inh	BRCT inh green	Rhodamine autofl	Fluorescein fluor	4-MU autofl	HEK293 cAMP cs
Cc1ccc(S(=O)(=O)NCCOc2nc(N(C)C)nc(N3CCOCC3)n2)cc1	-1%	i	i	-2%	0.4%	3%	-0.3%	i	i	i	-4%
COCCSc1ccccc1C(=O)NCCCn1ccnc1	2%	i	i	0%	-0.2%	1%	-1.4%	i	i	i	-8%
CCCCSc1nc(C)c(CC(=O)OC)c(=O)[nH]1	1%	i	i	-2%	0.6%	x	-2.7%	i	i	i	u
Cc1ccc(C)c(-n2c(CNC(=O)c3ccco3)nnc2SCC(=O)Nc2nnc(C)s2)c1	3%	x	x	-1%	0.8%	x	-1.4%	x	x	x	9%
COC(=O)c1ccccc1NC(=O)c1ccco1	-1%	i	i	0%	1.0%	7%	-0.7%	i	i	i	19%
COc1ccc(OCCCSc2ncccn2)cc1	-1%	x	x	0%	-0.8%	-1%	-0.4%	x	x	x	7%
CCCCCCCCCCCCC(C(=O)O)C(C)C(=O)O (stereo unspecified)	1%	x	x	2%	0.8%	21%	-0.6%[3.08 µM]	x	x	x	x
CCOC(=O)c1oc2ccccc2c1NC(=O)c1cccc(OC)c1	-4%	1.5e-08M*	u	-1%	-1.1%	-2%	1.7%	i	i	1.5e-08M*	32µM*
Cc1oc2cc(O)cc(C)c2c(=O)c1-c1cnn(-c2ccccc2)c1	x	u	i	x	x	x	x	i	i	i	x
Cc1ccc(S(=O)(=O)N(C)CC(=O)N2CCc3ccccc32)cc1	0%	u	i	-1%	-2.4%	3%	-0.6%	i	i	i	25%
COc1ccc(C2=NOC(C(=O)NCc3ccc(F)cc3)C2)cc1 (stereo unspecified)	-1%	i	i	3%	-0.1%	2%	-0.9%	i	i	i	16%
O=C(O)CSc1nnc(-c2cc3ccccc3o2)n1-c1ccccc1	-2%	i	i	-4%	-1.4%	-7%	2.2%	i	u	i	4%
CCCn1c(CCC(=O)O)ccc1-c1ccc(F)cc1	-13%	1.7e-07M*	i	-14%	1.2%	41%[activator]	8.2%	i	u	1.8e-07M*	4%
COc1ccc(C(=O)N2CCC3(CCCN(C)C3)CC2)cc1	-1%	i	i	-2%	-0.6%	-2%	-3.3%	i	i	i	-8%
CC1CCCCN1C(=O)c1cc(F)c(F)cc1Cl (stereo unspecified)	-1%	i	u	1%	-1.1%	-6%	-5.8%	i	u	i	18%
CC(=O)Nc1nc(COc2ccccc2)cs1	1%	i	u	0%	-0.1%	-1%	2.3%	i	i	i	-6%
COc1ccc(OC)c(C2C(C(=O)Nc3ccc(F)cc3)=C(C)Nc3nc(CCCO)nn32)c1 (stereo unspecified)	-2%	x	x	2%	0.9%	x	0.0%	x	x	x	11%
CC1=CCC(C(=O)O)C(C(=O)O)C1 (stereo unspecified)	1%	x	x	0%	-0.7%	2%[7.66 µM]	-2.6%	x	x	x	-2%[11.4 µM]
Cn1cccc1Cc1nnc(SCC(=O)NCc2ccco2)n1CCc1ccccc1	-3%	i	i	-2%	-1.9%	19%	-4.9%	i	i	i	13%
Cc1cn(C2OC(COC(=O)c3ccccc3)C(O)C2O)c(=O)[nH]c1=O (stereo unspecified)	0%	i	i	1%	-1.5%	-3%	-2.0%	i	u	i	1%

Molecules shown so far containing an NH in an aromatic ring (two):
SMILES	Casp7 inh	A350 autofl	TexasRed autofl	Caspase-1 inhib	BRCT PPI red	USP2a inh	BRCT inh green	Rhodamine autofl	Fluorescein fluor	4-MU autofl	HEK293 cAMP cs
CCCCSc1nc(C)c(CC(=O)OC)c(=O)[nH]1	1%	i	i	-2%	0.6%	x	-2.7%	i	i	i	u
Cc1cn(C2OC(COC(=O)c3ccccc3)C(O)C2O)c(=O)[nH]c1=O (stereo unspecified)	0%	i	i	1%	-1.5%	-3%	-2.0%	i	u	i	1%

Additional compounds follow.
SMILES	Casp7 inh	A350 autofl	TexasRed autofl	Caspase-1 inhib	BRCT PPI red	USP2a inh	BRCT inh green	Rhodamine autofl	Fluorescein fluor	4-MU autofl	HEK293 cAMP cs
O=S(=O)(Nc1ccc(S(=O)(=O)N2CCOCC2)cc1)c1ccccc1	1%	x	x	-3%	-0.3%	x	-0.4%	x	x	x	-10%
CCOC(=O)C1=C(C)N=C2SC(C)C(=O)N2C1c1ccc(OC(C)=O)c(OCC)c1 (stereo unspecified)	2%	i	i	-3%	-2.8%	11%	-1.8%	i	i	i	15%
COc1ccc(C(C)=O)cc1COC(=O)c1ccc(OCc2c(C)noc2C)cc1	-1%	i	i	-2%	-1.5%	-6%	-1.1%	i	u	i	u
CSc1cccc(NS(=O)(=O)c2ccccc2)c1	-1%	x	x	0%	1.3%	-9%	-1.2%	x	x	x	-7%
CC(C)N(C(=O)CSc1nnc(NC(=O)C2CCC2)s1)C(C)C	-3%	i	i	-1%	0.5%	30%[activator]	-0.2%	i	i	i	0%
C[C@@]12CC[C@@H]3c4ccc(O)cc4CC[C@H]3[C@H]1CC[C@H]2O	0%[25.7 µM]	i	u	-3%[25.7 µM]	-0.4%[34.4 µM]	-5%[17.1 µM]	-1.4%[34.4 µM]	i	i	i	u
COc1cc2[nH]c3c(=O)n(CCN(C(C)C)C(C)C)cnc3c2cc1OC	x	1.4e-08M*	i	x	x	x	x	i	i	1.1e-08M*	x
O=C(CSc1nc(-c2cccs2)cc(C(F)(F)F)n1)NCCCn1ccnc1	-1%	u	i	2%	2.4%	7%	0.3%	i	u	u	5%
COc1ccc(-n2ncc3c(NCc4cccs4)ncnc32)cc1	0%	i	i	1%	-2.8%	8%	0.0%	i	i	i	-4%
O=C(O)c1ccc(C(=O)O)c(C(=O)Nc2ccc3c(c2)Cc2ccccc2-3)c1	1%[11.5 µM]	i	i	0%[11.5 µM]	1.4%[15.4 µM]	x	-0.2%[15.4 µM]	i	u	i	-7%[11.4 µM]
COC(=O)C1=C(CN2CCCc3ccccc32)NC(=O)NC1c1ccc(F)cc1 (stereo unspecified)	-6%	u	i	-4%	0.7%	11%	-3.7%	i	u	u	1%
CCOC(=O)C1=C(N)N2C(=O)C(C)SC2=C(C(=O)OCC)C1c1ccccc1 (stereo unspecified)	-1%	i	i	-1%	0.0%	30%	0.8%	i	u	i	u
Nc1ccc(S(=O)(=O)c2ccc(NC(=O)c3cccnc3)cc2)cc1	-4%[11.5 µM]	i	i	2%[11.5 µM]	0.3%[15.4 µM]	x	0.2%[15.4 µM]	i	u	i	1%[11.4 µM]
CCOc1ccccc1N(CC(=O)Nc1ccccc1C(=O)O)S(C)(=O)=O	2%	x	x	3%	0.1%	-27%	0.5%	x	x	x	2%
COc1cc2c(N3CCOCC3)cc(O)c(CC(=O)Nc3ccccc3)c2cc1OC	0%	i	u	0%	1.0%	0%	-1.2%	i	i	i	25%
CC(C)c1nc2n[nH]c(N)c2c2c1CCC2	x	i	i	x	x	x	x	i	i	i	x
c1ccc(Oc2ccc(-n3cnnn3)cc2)cc1	-2%	x	x	-3%	0.7%	7%	-0.2%	x	x	x	-4%
Cc1cc(C)nc(SCc2nnc(SCC(=O)N3CCOCC3)o2)n1	5%	i	i	0%	0.0%	-4%	-4.5%	i	i	i	-7%
COC(=O)CSc1nnc(-c2cccs2)n1-c1ccc(Cl)cc1	-1%	i	i	0%	-2.3%	27%	0.1%	i	i	i	23%
Cc1ccc2cc(CN(Cc3ccco3)S(=O)(=O)c3c(C)ccc4nsnc34)c(=O)[nH]c2c1	-2%	i	u	-1%	-1.6%	36%[activator]	-0.5%	i	i	i	1%
CCOC(=O)Cn1c(=O)oc2cc(S(=O)(=O)N3CCc4ccccc43)ccc21	-1%	x	x	-5%	0.0%	x	0.3%	x	x	x	10%
CC(C(N)=O)N1C(=O)C2C3C=CC(C3)C2C1=O (stereo unspecified)	0%	i	i	0%	-0.4%	1%	-1.3%	i	i	i	1%
CCOc1ccc(NC(=O)c2oc3ccccc3c2NC(=O)CC)cc1	-1%	u	i	-3%	-0.2%	19%	-1.9%	i	i	u	27%
Cn1c(=O)c2c(nc(CN3CCc4ccccc4C3)n2Cc2ccc(F)cc2)n(C)c1=O	-12%	i	i	-14%	-1.2%	32%[activator]	6.6%	i	u	i	14%
Cc1ccc(C(=O)NCc2ccc3c(c2)OCO3)cc1S(=O)(=O)N1CCCCC1	-1%	i	u	-3%	0.1%	20%	-0.1%	i	i	i	28%
CC(C)c1c(O)ccc2c1CCC1[C@@](C)(C=O)CCC[C@@]21C (stereo partly specified)	-8%	x	x	-5%	0.6%	18%	0.9%[3.08 µM]	x	x	x	x
O=C(c1ccccc1CCc1ccccc1)N1CCOCC1	-1%	i	i	0%	-2.7%	9%	-3.4%	i	i	i	u
CCn1c(CC(=O)Nc2cccc(OC)c2)nnc1SCC(=O)N1CCN(c2ccccc2)CC1	-3%	i	i	-1%	0.2%	41%[activator]	0.0%	i	i	i	-15%
C/C(=C\COc1cc(=O)[nH]c2ccccc12)CC[C@@H](O)C(C)(C)O	x	i	i	x	x	x	x	i	i	i	-4%
COc1ccc(-c2ccc(SCC(=O)N3CCOCC3)nn2)cc1	-1%	u	i	2%	0.7%	6%	0.2%	i	u	i	-7%
COc1ccc(CN(C(=O)CSc2nnc(-c3ccc(F)cc3)o2)c2ccc(F)cc2)cc1	-1%	i	u	-2%	-0.6%	-4%	-3.8%	i	i	i	19%
Cc1ccc(S(=O)(=O)N2CCN(C(=O)c3cccc(F)c3)CC2)cc1	2%	i	i	1%	2.0%	10%	1.0%	i	i	i	0%

These rows are one share of the data; count on the stated rates, not on these rows.
